Screening data: PubChem, several laboratories
Platelet DG rel – inhibitors of platelet dense granule secretion, primary screen, cell-based, MLPCN, human platelets; human platelet-rich plasma, SFLLRN dense granule ATP release, luminescence; inhibition, %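 (compounds screened at 7.5 µM in platelet-rich plasma)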; actives 0.22% (n = 300,000);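 active = mean replicate score, as percent of positive control, at or above 50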
TRPC4 block – inhibitors of mouse TRPC4 channel, primary screen, Fluo4 calcium, HEK293 TRPC4beta/mu-opioid cells; Short transient receptor potential channel 4 (Mus musculus), Q9QUQ5; DAMGO-evoked Fluo4 calcium flux; hits give low values; B-score at 10 µM; actives 0.39% (n = 300,000);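 active = B-score over 3 SD under the library average, no early fluorescence shift, positive overall ratio signal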
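Assay system – HEK293 line stably carrying TRPC4beta and mu-opioid receptor · Doses – single dose · Detection – Fluo4 calcium-dye fluorescence, kinetic read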
RGS4 act – RGS4 potentiators or activators, primary screen, cell-based, HEK293 M3R inducible RGS4, calcium flux | carbachol calcium flux Fluo4; hits give low values | B-score at 10 µM | actives 0.92% (n = 310,000);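 active = B-score of the integrated calcium signal more than 4 SD below the library mean, with starting fluorescence not abnormally high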;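 also: negative B-score means reduced calcium response which marks RGS4 activation or potentiation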
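Also added: carbachol at ECmax as muscarinic agonist stimulus; Assay system: HEK293 cells with stable M3R and inducible RGS4; Timing: overnight RGS4 induction, 30 min dye load 37 °C, 20 min compound RT; Measured by: Fluo4-AM (2 µM) calcium-flux fluorescence, kinetic read.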
MrgX1 allo act – positive allosteric modulators of MrgX1, primary screen, HEK293 cells, Fluo-4 calcium flux; Mas-related G-protein coupled receptor member X1 (Homo sapiens), Q96LB2; FDSS; hits give high values; B-score at 10 µM; actives 0.63% (n = 310,000);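 active = plate-corrected calcium response at least 3 library SD above typical, normal starting fluorescence, not activating the receptor alone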;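 also: compound read alongside a low EC10 to EC30 dose of BAM8-22 agonist; peak minus trough fluorescence over baseline measured at the second addition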
Target sequence (Q96LB2 whole entry, looked up): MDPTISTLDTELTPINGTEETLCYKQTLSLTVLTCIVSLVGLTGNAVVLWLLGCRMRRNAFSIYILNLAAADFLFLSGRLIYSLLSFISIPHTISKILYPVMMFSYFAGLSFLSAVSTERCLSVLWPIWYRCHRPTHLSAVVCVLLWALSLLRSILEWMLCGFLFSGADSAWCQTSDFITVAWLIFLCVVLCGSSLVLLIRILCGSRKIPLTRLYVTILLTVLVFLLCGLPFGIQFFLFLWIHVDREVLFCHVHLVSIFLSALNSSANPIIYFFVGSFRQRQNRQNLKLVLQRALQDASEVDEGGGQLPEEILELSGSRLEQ
MrgX1 agonist – agonists of human MrgX1 receptor, primary screen, HEK293 cells, Fluo-4 calcium flux. actives 0.44% (n = 310,000). Fluo-4 calcium fluorescence, agonist mode; hits give high values. B-score at 10 µM. Mas-related G-protein coupled receptor member X1 (Homo sapiens), Q96LB2;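 active = calcium response B-score plate-corrected fluorescence ratio at least 3 library SD, with starting fluorescence B-score inside 5 SD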
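Test system: HEK293 cells stably expressing human MrgX1 receptor; Input: fifteen thousand cells per well; Dosing: compound delivered in addition one of three; Schedule: overnight seeding, then 1 h dark dye loading; Technique: Fluo-4 NW calcium fluorescence; Measure: B-scored fluorescence response ratio; Controls: positive and negative controls per plate.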
TRPC6 act – mouse TRPC6 channel activators, primary screen, cell-based, HEK293, membrane potential dye. Short transient receptor potential channel 6 (Mus musculus), Q61143. HEK293-TRPC6 membrane potential dye fluorescence; hits give high values. B-score at 10 µM. actives 0.13% (n = 310,000);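 active = B-score of the integrated fluorescence ratio above library mean plus 3 SD, and starting fluorescence ratio within library mean plus 5 SD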;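 also: higher score means more depolarization so channel activation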
TRPC6 inhibitor – mouse TRPC6 channel inhibitors, primary screen, cell-based, HEK293, membrane potential dye; Short transient receptor potential channel 6 (Mus musculus), Q61143; ACh-evoked depolarization; hits give low values; B-score at 10 µM; actives 1.1% (n = 310,000); AID 2553, 2010;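 active = B-score under library mean minus 3 SD, initial fluorescence not abnormally high, positive integrated signal ratio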;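 also: B-score derived from integrated fluorescence ratio over the kinetic read; more negative B-score means stronger inhibition of depolarization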
MrgX1 antag – antagonists of human MrgX1 receptor, primary screen, HEK293 cells, Fluo-4 calcium flux; BAM8-22 antagonism; hits give low values; actives 1.3% (n = 310,000); B-score at 10 µM;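 active = calcium-response B-score plate-corrected more than 3 library SD below zero, starting fluorescence within 5 deviations, no agonist response on first addition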;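 also: peak minus trough fluorescence over baseline after final BAM8-22 challenge near maximal dose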
HIF activator – HIF pathway transcriptional activators, primary screen, cell-based, U2OS HRE-luciferase, luminescence; U2OS HRE-luciferase reporter; normalized: DMSO 0%, desferrioxamine 100%; actives 0.32% (n = 300,000); AID 1910, 2009; activation, % at 7.5 µM (by protocol);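 active = mean activation of at least 10% of the iron chelator positive control signal, with at least half of replicates also reaching 10%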
RGS4 inh – RGS4 inhibitors, primary screen, cell-based, HEK293 M3R inducible RGS4, calcium flux | AID 463165, 2010 | B-score at 10 µM | actives 0.45% (n = 310,000) | Regulator of G-protein signaling 4 (Homo sapiens), P49798 | Fluo-4 calcium flux; hits give high values; triggered by carbachol at its EC20;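 active = B-score, a plate-corrected calcium signal, over three deviations above library mean, with baseline fluorescence within five deviations of library mean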;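 also: RGS4 expression induced by doxycycline in cells with stable M3 receptor; B-score is computed from the integrated fluorescence ratio over baseline after carbachol; higher B-score means a larger calcium signal and so more RGS4 inhibition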
Target sequence (P49798 whole entry, looked up): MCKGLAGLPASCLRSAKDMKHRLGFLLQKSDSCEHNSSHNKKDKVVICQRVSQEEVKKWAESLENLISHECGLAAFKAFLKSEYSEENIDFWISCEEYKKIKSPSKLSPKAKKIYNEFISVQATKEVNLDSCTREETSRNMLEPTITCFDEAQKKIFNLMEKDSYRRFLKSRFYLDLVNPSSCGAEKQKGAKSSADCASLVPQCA
SKKanGAS inh – S. pyogenes SKKanGAS growth inhibitors in kanamycin, primary screen, streptokinase expression inhibitor project, SKKanGAS strain, BacTiter-Glo luminescence; 6 h; inhibition, % at 7.5 µM; actives 1.3% (n = 300,000); AID 1662, 2009;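 active = mean replicate score, as percent of positive control median, at least 50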;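 also: strain carries kanamycin resistance gene driven by streptokinase promoter and grows in 40 µg/ml kanamycin; loss of luminescence reflects streptokinase promoter inhibition or plain growth inhibition; 0% = median of DMSO wells and 100% = positive control at its reference dose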
The depositor's hits bear a star; i = inactive; nt = no result given.

SMILES	Platelet DG rel	TRPC4 block	RGS4 act	MrgX1 allo act	MrgX1 agonist	TRPC6 act	TRPC6 inhibitor	MrgX1 antag	HIF activator	RGS4 inh	SKKanGAS inh
O=C(COC(=O)[C@@H]1CC(O)CN1S(=O)(=O)c1ccc2c(c1)OCCO2)NCc1ccc(F)cc1 (stereo partly drawn)	-1.0	i	i	i	i	i	i	i	0.2	i	-11.3
COCCNC(=O)C(c1ccncc1)N(C(=O)Cn1nnc2ccccc21)c1ccc(OC)cc1 (stereo not drawn)	3.0	i	i	i	i	i	i	i	-1.6	i	2.0
O=C(/C=C/c1ccco1)Nc1cccnc1	4.7	i	i	i	i	i	i	i	0.6	i	-3.3
O=C(CCC(=O)N(CC(=O)NC1CCCCC1)Cc1ccccc1)Nc1nccs1	6.1	i	i	i	i	i	i	i	-0.7	i	-4.0
COC(=O)c1cccc(NC(=O)CN2CCOCC2)c1	-2.4	i	i	i	i	i	i	i	-0.4	i	-1.0
COc1ccc(-n2ccnc2SCC(=O)Nc2ccc(OC)cc2OC)cc1	0.5	i	i	i	i	i	i	i	-0.7	i	-0.8
Cc1ccn2c(=O)nc(SCC(=O)N3CCCCC3)nc2c1	8.5	i	i	i	i	i	i	i	0.1	i	-11.2
O=C(NC1CC1)C1=C[C@H](c2ccc(C(F)(F)F)cc2)C[C@H](OCCCCO)O1	-2.4	i	i	i	i	i	i	i	0.8	i	0.5
O=C(COc1ccc(Cl)cc1)Nc1ncccn1	-1.4	i	i	i	i	i	i	i	1.7	i	-4.4
O=C1c2cccc3c(O)ccc(c23)C(=O)N1Cc1ccco1	-6.6	i	i	nt	nt	i	i	nt	-0.3	i	11.7
CC(C)CC(C(=O)NC(=O)NCc1ccccc1)N1C(=O)c2ccccc2C1=O (stereo not drawn)	nt	i	i	i	i	i	i	i	nt	i	0.3
COc1ccc(C(=O)Nc2ccccc2C(=O)Nc2ccccn2)cc1	21.1	i	i	i	i	i	i	i	1.0	i	2.7
CC(C)c1nnc(NC(=O)C2CC(=O)N(CCc3ccc(F)cc3)C2)s1 (stereo not drawn)	4.8	i	i	i	i	i	i	i	0.0	i	-1.2
CC1CC(C)CN(c2ncnc3c2cnn3Cc2ccc(Cl)cc2)C1 (stereo not drawn)	-1.4	i	i	i	i	i	i	i	-0.4	i	17.9
O=C1/C(=C/C=C/c2ccccc2)Oc2c1ccc(O)c2CN1CCN(CCO)CC1	21.1	i	i	i	i	i	i	-5.68*	-0.2	i	-2.4
Cc1ccccc1NC(=O)C1CCN(c2cc(-c3ccccc3)nc3ncnn23)CC1	4.9	i	i	i	i	i	i	i	0.0	i	-0.4
O=C(NC1CCCC1)C1CC(=O)N(c2ccc(F)cc2)C1 (stereo not drawn)	0.0	i	i	i	i	i	i	i	-0.8	i	-1.4
CCc1ccc(S(=O)(=O)c2ccc(-n3nc(C)cc3N)cc2)cc1	1.1	i	i	i	i	i	i	i	-0.2	i	6.3
C=CCOc1c(CNn2nnnc2N)cccc1OC	-10.2	i	i	i	i	i	i	i	-0.2	i	-11.9
COC(=O)[C@@]12CCCCN1[C@H](c1ccc(-c3ccc(C(C)=O)cc3)cc1)[C@H]1C(=O)N(C)C(=O)[C@H]12	1.6	i	i	i	i	i	i	i	0.4	i	12.4
Cc1nc(N)c(C#N)c(-c2ccccc2)c1C	1.5	i	i	i	i	i	i	i	-0.4	i	-3.4
O=C(COC(=O)/C=C/c1ccco1)Nc1cccc([N+](=O)[O-])c1	20.3	i	i	i	i	i	i	i	0.3	i	-7.6
COc1ccccc1NC(=O)CSc1ccc(-c2ccccn2)nn1	4.6	i	i	i	i	i	i	i	1.1	i	-8.0
O=C(O)c1ccc(/C=N/NC(=O)c2ccc(F)cc2)cc1	-0.6	i	i	i	i	i	i	i	-0.5	i	2.4
O=C(CSc1nnc(-c2ccccc2F)n1C1CC1)Nc1cccnc1Cl	-1.6	i	i	i	i	i	i	i	0.3	i	1.6
COc1ccc2[nH]cc(C(O)CN3CCC(C(N)=O)CC3)c2c1 (stereo not drawn)	5.1	i	i	i	i	i	i	i	-0.8	i	2.0
COCc1cc(=O)[nH]c2cc(NC(=O)C3CC3)c(C)cc12	-1.6	i	i	i	i	i	i	i	-1.0	i	8.2
CN(Cc1cccnc1)C(=O)CNC(=O)c1ccc(Cl)cc1Cl	-1.8	i	i	i	i	i	i	i	-0.1	i	-14.7
COCCN1C(=O)c2oc3ccccc3c(=O)c2C1c1ccc(OC)c(OC)c1 (stereo not drawn)	0.5	i	i	i	i	i	i	i	-0.1	i	-2.8
CC1(CC(=O)NNC(=O)Nc2ccccc2)OCCCO1	-4.0	i	i	i	i	i	i	i	0.2	i	3.7
COc1ccc(NC(=O)CCNS(=O)(=O)c2ccc3c(c2)c(=O)n(C)c(=O)n3C)c(OC)c1	-7.1	i	i	i	i	i	i	i	-0.1	i	3.7
CCCc1nnc(NC(=O)CCC(=O)N2CCN(S(=O)(=O)c3ccc(C)cc3)CC2)s1	3.7	i	i	i	i	i	i	i	-0.3	i	1.9
CCn1nnc2c(=O)oc3ccccc3c21	-2.1	i	i	i	i	i	i	i	-0.1	i	0.2
CCN(CC)S(=O)(=O)c1ccc2c3c(cccc13)C(=O)S2	5.8	i	i	i	i	i	i	i	-0.1	i	17.7
CC(=O)Nc1ccc(/C=N/NC(=O)CCN2CCN(c3ccccc3)CC2)cc1	0.3	i	i	i	i	i	i	i	-0.4	i	3.5
O=C(CSc1ccc(Cl)cc1)NCc1ccncc1	-6.7	i	i	i	i	i	i	i	-0.5	i	-21.7
CC(C)c1ccc(NC(=O)CSc2nnc(CN3CCOCC3)n2C)cc1	4.4	i	i	i	i	i	i	i	-0.1	i	3.9
Cc1ccc(C)c(NC(=O)c2cc(S(=O)(=O)N3CCOCC3)cn2C)c1	110.9*	i	i	i	i	i	i	i	-0.1	i	-4.3
Cc1ccc(-c2csc3nc4c5ccccc5c(NCCCN(C)C)nn4c(=O)c23)cc1	-1.7	i	i	i	i	i	i	i	-7.7	i	9.7
CCNc1nc2c(c(=O)[nH]c(=O)n2C)n1CC(C)C	15.6	i	i	i	i	i	i	-4.59*	-0.5	i	-2.7
CC1(/[N+]([O-])=C/c2cccc(Cl)c2)CCCCC1=O (stereo not drawn)	-1.0	i	i	i	i	i	i	i	-0.2	i	4.2
COC(=O)C1=CN(Cc2ccc(OC)c(OC)c2)C=C(C(=O)OC)C1c1cccc(F)c1	7.9	i	i	i	i	i	i	i	-0.9	i	12.3
C/C(=N\Nc1nccnc1Cl)c1c(F)c(F)c(F)c(F)c1F	-0.5	i	i	i	i	i	i	i	0.2	i	-5.8
NC(=S)Nc1ncc(CCN2CCOCC2)c(-c2ccc(F)cc2)n1	-2.6	i	i	i	i	i	i	i	0.1	i	-1.3
CNc1nc(Cl)c(SC)c(N2CCOCC2)n1	-0.3	i	i	i	i	i	i	i	-0.2	i	-8.0
C=CCc1c(C)nc(SCc2nc3ccccc3c(=O)[nH]2)[nH]c1=O	-6.7	i	i	i	i	i	i	i	-0.8	i	0.3
COc1ccc(C(=O)N/C(=C\c2cn(S(=O)(=O)N(C)C)c3ccccc23)C(=O)NCCN2CCOCC2)cc1OC	-11.9	i	i	i	i	i	i	i	-0.8	i	0.0
CC(C)(CN1CCN(C(c2ccccc2)c2ccccc2)CC1)NS(=O)(=O)c1ccccc1	0.1	i	i	i	i	i	i	i	-0.7	i	-0.7
Cn1c(CC(=O)Nc2ccc(F)cc2)c(Sc2ccccc2)c2ccccc21	13.0	i	i	i	i	i	i	i	0.0	i	8.8
BrC(=C\c1ccccc1)/C=N/Nc1nc(N2CCOCC2)nc(N2CCOCC2)n1	-9.8	i	i	i	i	i	i	i	1.0	i	-9.7
Cc1ccc(Cl)cc1NC(=S)N(CCCN1CCN(C)CC1)Cc1ccco1	-2.7	i	i	i	i	i	i	i	-0.5	i	-3.0
CCC(C)N(C)Cc1cccc(C2(O)CCN(S(=O)(=O)c3ccc(F)c(C)c3)CC2)c1 (stereo not drawn)	-2.4	i	i	i	i	i	i	i	1.1	i	-1.0
Cc1ccc(C(=O)Nc2nc(-c3ccc(F)cc3)cs2)o1	-7.8	i	i	i	i	i	i	i	-32.5	i	-3.2
COc1cc(C2CC(=O)Nc3c2c(=O)nc2c(C)cccn32)cc(OC)c1OC (stereo not drawn)	-2.8	i	i	i	i	i	i	i	0.2	i	0.5
COc1cn(-c2ccccc2)nc1C(=O)Nc1ccccc1	7.7	i	i	i	i	i	i	i	0.9	i	-5.9
Cc1cc2c(c(=O)o1)C(C13C=CC(CC1)C3)C(C#N)=C(N)O2 (stereo not drawn)	-5.1	i	i	i	i	i	i	i	-0.3	i	0.9
O=C1C2CCCN2C(=S)N1Cc1ccccc1 (stereo not drawn)	-5.2	i	i	i	i	i	i	i	-0.6	i	-0.3
CCC(Oc1ccccc1)C(=O)Nc1nnc(S(=O)(=O)N2CCCC2)s1 (stereo not drawn)	-4.1	i	i	i	i	i	i	i	-0.2	i	3.1
O=C(COC(=O)Cc1ccc(S(=O)(=O)N2CCOCC2)s1)NCCc1ccccc1	1.5	i	i	i	i	i	i	i	-0.1	i	8.4
CCN(CC)S(=O)(=O)c1ccc(Cl)c(NC2=NCCCCC2)c1	-5.6	i	i	i	i	i	i	i	-1.1	i	0.9
COC(=O)c1cc(NCc2ccc3c(c2)OCO3)ccc1N1CCOCC1	14.1	i	i	i	i	i	i	i	0.1	i	-2.0
Cc1ccc(C)c(OCc2cc(C(=O)N3CCNC(=O)C3)no2)c1	-4.8	i	i	i	i	i	i	i	0.6	i	-9.1
